Compound activity as filed in PubChem BioAssay.
KAT2A inh = GCN5L2 (KAT2A) acetyltransferase inhibition; GCN5L2 HAT assay, ThioGlo1 CoA-SH fluorescence; Potency, µM (titrated, usually from 58.9 µM), for the others: at the top dose activity change, negative = inhibition, hits mostly inhibitors; Q92830; 390,000 tested, 0.21% active
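qHTS, 1536-well. 20nM enzyme, pH 7.5 HEPES/EDTA/Tween-20 buffer; 15 min compound preinc., RT. Start: 75uM H3(1-25), 70uM AcCoA, 50uM ThioGlo1. Read Ex340/Em540 at t=0 (autofluorescence flag) and t=20 min.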
FEN1 inhibitor = human FEN1 inhibition; Potency, µM (doses to about 114 µM), for inactives: at the top dose activity change, negative = inhibition, actives largely listed as inhibitors; Recombinant FEN1 flap cleavage, fluorescence, 15 min; 390,000 tested, 0.35% active; P39748; also: nearly all actives have a fitted effect of over 65% in size
Target sequence (P39748 whole entry, looked up): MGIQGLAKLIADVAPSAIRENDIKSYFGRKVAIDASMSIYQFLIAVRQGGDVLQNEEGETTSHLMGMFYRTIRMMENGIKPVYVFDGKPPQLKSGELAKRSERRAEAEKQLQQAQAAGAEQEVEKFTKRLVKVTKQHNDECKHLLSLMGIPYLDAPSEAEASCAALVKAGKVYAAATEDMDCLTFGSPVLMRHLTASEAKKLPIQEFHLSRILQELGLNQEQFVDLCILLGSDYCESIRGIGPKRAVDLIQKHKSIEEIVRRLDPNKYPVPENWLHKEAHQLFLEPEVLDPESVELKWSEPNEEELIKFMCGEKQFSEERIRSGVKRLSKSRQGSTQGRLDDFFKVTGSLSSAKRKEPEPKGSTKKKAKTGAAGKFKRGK
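FEN1 at 10 nM, compound pretreatment for 15 min (room temperature), 50 nM final substrate to initiate; endpoint reads at 0 and 15 min; DMSO-only plates used as vehicle background.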
DT40 TDP1 CPT = growth inhibition of DT40 Tdp1-/-;hTDP1 cells with camptothecin (screen for TDP1 inhibitors); chicken DT40 Tdp1-/-;hTDP1 cells + 20 nM CPT, ATP luminescence, 48 h; Potency, µM (series often up to 46.2 µM), for the others: top-dose activity change, negative = growth inhibition, most hits filed as inhibitors; 420,000 tested, 12% active; AID 686979; also: nearly all actives have a fitted effect of over 55% in size
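Cell growth measured by CellTiter-Glo luminescence after a minimum 48 h, 37 C compound exposure with 20 nM CPT in Tdp1-knockout DT40 cells stably expressing hTDP1, seeded 400/well; qHTS titration format.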
* marks the source's active call; other numbers are inactive results; ? = inconclusive; . = not tested or not shown; & = joins results of further samples; [ ] = another dose, or the depositor's remark. Calls follow the shape of the dose curve; as a rule, active = well fitted curve in the direction sought with a large enough effect; inconclusive = small, poorly fitted or top-dose-only effect, or another doubt; inactive = no such curve, though single readings can be large; an effect the other way counts as inactive or inconclusive. % is scaled to controls: 0 for no effect and ±100 for the full control effect; potency is read from the fitted curve at half-maximal effect. This is a subset; the hit share may differ from the screen's.

Results follow in this order: DT40 TDP1 CPT, KAT2A inh, FEN1 inhibitor
CN(O)/C=N/C(=S)Nc1ccc(Cl)cc1Cl
  ?, -3.3%, 7.7%
CCc1cc2c(NC(C(=O)O)C(C)C)ncnc2s1 (stereo not given)
  -8.8%, -2.7%, -4.7%
COc1ccccc1CN=C1NC(=O)C(CC(=O)Nc2ccc(C(C)=O)cc2)S1 (stereo not given)
  9.2%, 1.5%, -0.7%
O=C(CNC(=O)c1ccccc1F)NCC(c1cccs1)N1CCOCC1 (stereo not given)
  -5.9%, -7.1%, 5.0%
CCOc1ccc(OCC)c(NC(=O)CSCCc2ccccn2)c1
  ?, -8.3%, 4.5%
Nn1c(SCC(=O)Nc2cccc(S(N)(=O)=O)c2)nnc1C1CC1
  12.0%, -2.6%, -6.8%
CCc1nnc(NC(=O)Cn2c(=O)oc3ccccc32)s1
  -0.3%, -2.9%, -6.2%
CCOCC(O)CS(=O)(=O)c1ccccn1 (stereo not given)
  9.1%, -4.3%, -17.5%
CCOc1ccc(Br)cc1CNc1ccc2c(c1)OCCO2
  -5.2%, -4.7%, -11.6%
CC(=O)c1ccc(N2CCN(Cc3cc(=O)n4c(-c5ccccc5)csc4n3)CC2)cc1
  ?, ., -12.2%
O=C(Nc1nccs1)C1=COCCO1
  -6.6%, 0.7%, 0.0%
COc1ccc(-c2nc(SCC(=O)N(CC(C)C)c3c(N)n(Cc4ccccc4)c(=O)[nH]c3=O)n[nH]2)cc1
  -28.2%, -0.9%, -6.2%
CC1=C(C)/C(=N\OS(=O)(=O)c2ccccc2)C=CC1=O
  0.562µM*, ?, -6.0%
CCN(c1ccccc1)S(=O)(=O)c1ccc(C(=O)Nc2nnc(C3CC3)o2)cc1
  20.6µM*, -7.6%, 0.0%
Cc1c(Cl)cccc1-c1ccc(CNCCSc2nnnn2-c2ccccc2)o1
  -5.1%, -10.9%, 0.4%

Shown comma-delimited: part of the list above.
SMILES,DT40 TDP1 CPT,KAT2A inh,FEN1 inhibitor
CN(O)/C=N/C(=S)Nc1ccc(Cl)cc1Cl,?,-3.3%,7.7%
CCc1cc2c(NC(C(=O)O)C(C)C)ncnc2s1 (stereo not given),-8.8%,-2.7%,-4.7%
COc1ccccc1CN=C1NC(=O)C(CC(=O)Nc2ccc(C(C)=O)cc2)S1 (stereo not given),9.2%,1.5%,-0.7%
O=C(CNC(=O)c1ccccc1F)NCC(c1cccs1)N1CCOCC1 (stereo not given),-5.9%,-7.1%,5.0%
CCOc1ccc(OCC)c(NC(=O)CSCCc2ccccn2)c1,?,-8.3%,4.5%
Nn1c(SCC(=O)Nc2cccc(S(N)(=O)=O)c2)nnc1C1CC1,12.0%,-2.6%,-6.8%
CCc1nnc(NC(=O)Cn2c(=O)oc3ccccc32)s1,-0.3%,-2.9%,-6.2%
CCOCC(O)CS(=O)(=O)c1ccccn1 (stereo not given),9.1%,-4.3%,-17.5%
CCOc1ccc(Br)cc1CNc1ccc2c(c1)OCCO2,-5.2%,-4.7%,-11.6%
CC(=O)c1ccc(N2CCN(Cc3cc(=O)n4c(-c5ccccc5)csc4n3)CC2)cc1,?,.,-12.2%
O=C(Nc1nccs1)C1=COCCO1,-6.6%,0.7%,0.0%
COc1ccc(-c2nc(SCC(=O)N(CC(C)C)c3c(N)n(Cc4ccccc4)c(=O)[nH]c3=O)n[nH]2)cc1,-28.2%,-0.9%,-6.2%
CC1=C(C)/C(=N\OS(=O)(=O)c2ccccc2)C=CC1=O,0.562µM*,?,-6.0%
CCN(c1ccccc1)S(=O)(=O)c1ccc(C(=O)Nc2nnc(C3CC3)o2)cc1,20.6µM*,-7.6%,0.0%
Cc1c(Cl)cccc1-c1ccc(CNCCSc2nnnn2-c2ccccc2)o1,-5.1%,-10.9%,0.4%

Remaining list, next part
Results follow in this order: DT40 TDP1 CPT, KAT2A inh, FEN1 inhibitor
O=C(NCc1ccc(F)cc1)c1cc2n(n1)CCCN(Cc1ccc(F)cc1)C2=O
  ?, 1.0%, 15.7%
O=C(O)CCC(=O)NCCn1c(-c2ccccc2)csc1=Nc1ccccc1
  -8.6%&-6.7%, 2.5%, 11.7%&7.5%
Cc1ccc(NC(=O)C2CCN(C(=O)c3ccc(Cl)cc3)CC2)nc1
  ?, 1.3%, -4.3%
Cc1cc(C)c2oc(C(=O)Nc3nc4ccc(Cl)cc4s3)cc(=O)c2c1
  9.2%, -2.6%, -4.4%
CCC(CC)C(=O)Nc1nnc(S(=O)(=O)Nc2ccc(OC)cc2)s1
  -1.3%, 3.7%, -0.2%
O=C(O)/C(=C\c1cn(-c2ccccc2)nc1-c1cccnc1)NC(=O)c1ccccc1
  -10.4%, -2.8%, 12.6%
COc1ccc(C2CC(c3cccs3)=NN2C(=O)CSc2nnc(N)s2)cc1OC (stereo not given)
  2.1%, -5.3%, -0.3%
Cc1ccc(C)n1-c1ccccc1N1CCCCC1
  -8.2%, -3.5%, -6.4%
COc1cc(C)c(C(N)=O)c(OC)n1
  -12.8%, 1.5%, 4.2%
CCOC(=O)C1CCN(c2nc3ccccc3n2CC(=O)c2ccccc2)CC1
  ?, 0.3%, 19.1%
COc1cccc2sc(NC(=O)c3ccc4c(c3)OCCO4)nc12
  4.0%, -23.1%, -16.7%
Cc1cc(NCCCO)n2nc(-c3cccs3)cc2n1
  26.9%, -18.6%, -5.2%
Cn1nnnc1SCC(=O)N(C1CCCCC1)C1CCCCC1
  16.4µM*, -2.9%, 8.7%
Cc1ccnc2ccc(F)cc12
  1.2%, ., -10.4%
Cc1ccccc1-n1c(SCC(=O)c2ccccc2)nnc1-c1ccc(F)cc1
  ?, -8.8%, -7.9%

Continued:
Results follow in this order: DT40 TDP1 CPT, KAT2A inh, FEN1 inhibitor
c1ccc(CN2CCN(c3nc(-c4ccccc4)nc(-n4ccnc4)n3)CC2)cc1
  16.4µM*, -1.9%, -2.6%
CCc1ccc(NC(=O)Cn2cnc3sc(C)c(S(=O)(=O)N4CCC(C)CC4)c3c2=O)cc1
  -5.8%, -2.0%, 15.1%
Fc1ccc(N2CCN(C(=S)NCc3ccco3)CC2)cc1
  ?, -1.3%, 1.6%
CC(C)=C1CCC(C)CC1=NNC(N)=S (stereo not given)
  ?, ., 3.6%
C=CCOc1ccc(Oc2cc(C)nc(SC)n2)nn1
  10.6%, 2.6%, 3.9%
N#Cc1c(Cl)nsc1NC(=O)c1ccccc1
  13µM*, -8.1%, -10.8%
O=[N+]([O-])c1ccc2c(OCc3nnc(-c4ccccc4Br)o3)ncnc2c1
  ?, -8.9%, ?
CCOC(=O)CN(C(=O)CSc1nnc(-c2ccc(OC)c(OC)c2)o1)c1ccc(F)cc1
  -29.3%, 1.9%, -6.7%
CCn1ccc2c(OCC(=O)Nc3ccc(C(C)=O)cc3)cccc2c1=O
  ?, 0.6%, -11.6%
Cc1ccc(C(=O)OCC(=O)NCCC2=CCCCC2)s1
  -15.4%, 1.7%, -12.6%
Cc1cccc(-c2noc(CCC(=O)NC3CCCCC3)n2)c1
  ?, -8.3%, -3.2%
COc1ccc(CCNC(=O)C23CCC(C)(C(=O)C2Br)C3(C)C)cc1OC (stereo not given)
  10.9%, -1.3%, 10.8%
O=C(CS(=O)CC(=O)Nc1cccc2c1CCCC2)Nc1ccc(F)cc1 (stereo not given)
  -6.9%, 0.4%, -6.9%
CS(=O)(=O)NNC(=O)Cn1nnc(-c2ccc(OCc3ccccc3Cl)cc2)n1
  -13.1%, ., -16.7%
O=C(OCc1nc2ccsc2c(=O)[nH]1)c1ccc(Cl)s1
  ?, -1.2%, 3.5%

(list continues)
Results follow in this order: DT40 TDP1 CPT, KAT2A inh, FEN1 inhibitor
O=C(CNCc1ccccc1Cl)Nc1ccccc1N1CCCCC1
  -19.1%, -7.0%, ?
CC1=CC(C)(C)N(S(=O)(=O)c2ccc(F)cc2)c2ccc(C)cc21
  ?, -7.0%, 0.9%
Cn1c2ccccc2c(=O)c2c(=O)n(-c3ccccc3)c(C3CCCCC3)nc21
  ?, -2.2%, -2.1%
C=CCC(=O)N(CC)CC1CCCN(CCc2cccc(F)c2)C1 (stereo not given)
  -0.1%, -3.0%, 0.9%
Cc1ccnc(NS(=O)(=O)c2ccc(NC(=O)c3cc(=O)c4ccc(C)c(C)c4o3)cc2)n1
  -25.4%, -2.4%, 8.1%
COc1cc(NC(=O)c2cc(OC)c(OC)c(OC)c2)c2ncccc2c1
  ?, ., -1.4%
Cc1ccc(C(=O)Oc2csc(=S)n2C(=O)c2ccc(C)cc2)cc1
  -2.3%, -1.6%, -17.1%
COc1ccc(NC(=O)C(OC)c2ccccc2)cc1Cl (stereo not given)
  -0.7%, -3.3%, 3.4%
O=C(CNC(=O)c1ccccc1F)OCc1nc2ccc(Cl)cc2n1CCO
  -2.4%, -1.5%, 16.4%
CCN(C(=O)COC(=O)/C=C/c1ccc(S(=O)(=O)N2CCc3ccccc32)cc1)C1CCS(=O)(=O)C1 (stereo not given)
  ?, -3.9%, -5.9%
CC(C(=O)Nc1cccnc1)N1C(=O)C2C3C=CC(C3)C2C1=O (stereo not given)
  -27.9%, -17.6%, 3.8%
CCN(CC)CCNC(=O)C1(O)c2cc(Br)ccc2NC(=O)N1c1ccc(Cl)cc1 (stereo not given)
  1.9%, 2.0%, -4.2%
Cc1cccc(NC(=O)CCS(=O)(=O)c2cccc3nsnc23)c1C
  -22.7%&-28.9%, -1.6%&-2.2%, 12.0%&4.6%
C=CCOc1cccc(C2C(C(=O)c3ccco3)=C(O)C(=O)N2CCN2CCOCC2)c1 (stereo not given)
  3.9%, -4.9%, -10.7%
Cc1cc(=O)n2nc(N3CCCC(C(=O)NCc4ccc5c(c4)OCO5)C3)sc2n1 (stereo not given)
  3.4%, 2.2%, -13.2%

Later entries
Results follow in this order: DT40 TDP1 CPT, KAT2A inh, FEN1 inhibitor
COCCn1c(=O)c2c(nc3n2CCCN3CCc2ccccc2)n(C)c1=O
  4.5%, 1.3%, 10.8%
COc1ccc(C(=O)Nc2ccc(N3CCN(C)CC3)cc2)cc1
  ?, 5.9%, 41.1%[activator]
O=S(=O)(NCCCc1ccccc1)c1cccc2nsnc12
  ?, 1.0%, -3.5%
CCOC(=O)c1nnn(-c2nonc2NC(C)=O)c1C
  4.3%, 0.0%, -0.5%
Cc1ccc(C)c2c1N(Cc1ccccc1)C(=O)C21OCCO1
  ?, -6.2%, -14.3%
COCC(=O)n1nc(NCc2ccc(OC)cc2)nc1NCc1ccc(OC)cc1
  ?, -0.1%, -7.3%
COc1cccc(NC(=O)c2nn(C)c3c2CS(=O)(=O)c2ccccc2-3)c1
  -20.0%, -1.6%, -18.3%
CC(Nc1c[nH]c(=O)[nH]c1=O)c1ccccc1 (stereo not given)
  -12.9%, -2.8%, 3.5%
CC1(C)CC(=O)C(N=Nc2ccc(C(F)(F)F)cc2[N+](=O)[O-])=C(O)C1
  29.1µM*, -2.4%, 7.2%
O=C(Nc1cc(Cl)ccc1Cl)c1cc2nc(-c3ccc4c(c3)OCO4)cc(C(F)(F)F)n2n1
  -4.4%, -0.6%, -3.3%
Cc1ccc(CNS(=O)(=O)NCc2cccs2)cc1
  -19.9%, -2.2%, -3.0%
Cc1ccc(NC(=O)/C(C#N)=C/c2ccccc2Cl)cc1C
  25.9µM*, -6.9%, -2.2%
COc1cc(/C=N/Nc2cccc(C)c2)cc(Br)c1O
  5.7%, -4.8%, -7.7%
CCCN(CC(=O)Nc1ccc(C(C)=O)cc1)CC(=O)Nc1ccccc1C
  ?, -7.8%, 2.5%
Cn1c(=O)cc(SCC(=O)NCCCN2CCOCC2)c2ccc(Cl)cc21
  3.0%, -3.0%, -27.4%

(list continues)
Results follow in this order: DT40 TDP1 CPT, KAT2A inh, FEN1 inhibitor
CCc1csc(CCNC(=O)C2CCC(=O)N(CCOC)C2)n1 (stereo not given)
  6.5%, 1.7%, -11.0%
Cc1cc(C)cc(NC(=O)CSc2nc3nccnc3c(=O)n2CCc2c[nH]c3ccccc23)c1
  14.6µM*, -10.6%, -9.3%
O=C(NCCN1CCOCC1)c1ccc2c(c1)N(Cc1ccc(F)cc1)C(=O)c1ccccc1S2(=O)=O
  -10.2%, -0.8%, 17.5%
Fc1ccccc1C(c1nnnn1C1CCCC1)N1CCN(Cc2ccccc2)CC1 (stereo not given)
  20.6µM*, -2.7%, -3.4%
CC(=O)NC(Cc1ccccc1)C(=O)NC(Cc1ccccc1)C(=O)O (stereo not given)
  11.9%, 18.4%, -2.7%
